uPA surface inh: cell surface uPA generation inhibition; Potency, µM (titrated, usually from 38.3 µM), inactives show at the top dose activity change, negative = inhibition, hits mostly inhibitors; AID 540303; hit rate 0.31% among 330,000; cell surface uPA generation assay, qHTS; active = well fitted inhibition curve with a large enough effect; inconclusive = small, poorly fitted or top-dose-only effect; inactive = no such curve, though single readings can be large or run the other way; tested in mouse RAW 264.7 cells; also: potency is read from the fitted curve at half-maximal effect; % is scaled to controls: 0 for no effect and ±100 for the full control effect; nearly all actives have a fitted effect of over 55% in size
ELG1 repair inh: blocks ELG1-dependent DNA repair in HEK293T cells. HEK293T ELG1-luciferase reporter, luminescence, 16 h; DNA damage induced by 5-fluorouridine. hit rate 2.3% among 330,000. Potency, µM (doses to about 46.1 µM), without a hit: at the highest dose activity change, negative = inhibition, hits mostly inhibitors. AID 504467; also: potency is read from the fitted curve at half-maximal effect; % is scaled to controls: 0 for no effect and ±100 for the full control effect; nearly all actives have a fitted effect of over 55% in size
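Step one: seed 2,000 cells per well. Step two: pin-transfer compound or DMSO alongside 5-fluorouridine. Step three: incubate 16 hr, 37 °C, 5% CO2. Step four: add ONE-Glo, wait 30 min, read luminescence.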
PTAP TSG101 blk: blocks PTAP/TSG101 interaction to inhibit HIV-1 budding; Fluorescence polarization, FITC-PTAP peptide / Tsg101 binding; Q99816; Potency, µM (highest dose often 115 µM), without a hit: at the top dose activity change, negative = inhibition, hits mostly inhibitors; 340,000 tested, under 10 active; active = well fitted inhibition curve with a large enough effect in the main read-out, with a control signal flat, not every such curve was filed as active; inconclusive = small, poorly fitted or top-dose-only effect, or effect the other way, or a change in a side signal; inactive = no such curve, though single readings can be large or run the other way; also: potency is read from the fitted curve at half-maximal effect; % of control where 0% means no effect
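Fluorescence anisotropy tracks displacement of a FITC-tagged PTAP peptide (50 nM) from the Tsg101 binding domain (10 uM), following a 20 min room-temperature incubation at pH 7.5.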
USP2a block: USP2a (human) protease inhibition; Potency, µM (titrated, usually from 38.3 µM), for the others: top-dose activity change, negative = inhibition, hits mostly inhibitors; USP2 core, Ub-CHOP2 coupled fluorogenic reporter, 485/531; hit rate 0.01% among 330,000; O75604; AID 463254;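 also: potency is read from the fitted curve at half-maximal effect; plate controls were DMSO wells for no effect and full inhibition by NEM control for full effect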
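Cell-free coupled assay: 10nM USP2 core preincubated 30min RT with compound in Tris-HCl pH 8.0/CaCl2/CHAPS buffer, then 25nM Ub-CHOP2 and 25nM reporter substrate; fluorescence (Ex 485/Em 531) read after 60min RT, normalized to NEM inhibition, concentration-response curves fitted.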
B2AR arrestin: beta2AR (human) beta-arrestin recruitment activity | P07550 | beta-arrestin recruitment to beta2AR, cell-based reporter | Potency, µM (series often up to 46.1 µM), without a hit: top-dose activation, actives largely listed as activators | hit rate 0.02% among 330,000 | AID 492947;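 also: potency is read from the fitted curve at half-maximal effect; 0% = DMSO controls and full agonism = EC100 isoproterenol or metaproterenol; nearly all actives have a fitted effect of over 65% in size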
Mito fusion act: inhibitors of mitochondrial division or activators of mitochondrial fusion; S. cerevisiae fusion-defective mutant growth rescue, CellTiterGlo 48 h; Potency, µM (doses to about 46.1 µM), for the others: at the highest dose growth rescue (activation), usual class: activators; hit rate 0.23% among 320,000;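 also: potency is read from the fitted curve at half-maximal effect; % of control where 0% means no effect; nearly all actives have a fitted effect of over 45% in size; temperature-sensitive fusion mutants such as fzo1-1 at 37 °C on non-fermentable ethanol glycerol medium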
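Luminescent cell viability in 1536-well qHTS format served as the measure of rescued growth in ts fusion-mutant S. cerevisiae cultured on non-fermentable YPEG for 48 hours at 37C.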
TSHR antagonist: antagonists of human thyroid stimulating hormone receptor; P16473; TSHR-expressing cells, TSH-stimulated cAMP HTRF, 2 h; active compounds read low; activity change, negative = inhibition, % at 11.5 µM; hit rate 0.2% among 330,000;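 active = activity change below a set negative limit, meaning inhibition stronger than a set level, cut at about -70% in these data; inconclusive = activity change between two set negative limits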; also: % is scaled to controls: 0 for no effect and ±100 for the full control effect
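TSHR-expressing cells, 200/well, pre-treated with compound, then stimulated with EC80 TSH (4nM final) for 2 hours at 37 deg C. cAMP measured by competitive HTRF: anti-cAMP cryptate antibody in lysis buffer plus cAMP-d2, read after 30 minutes at room temperature.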
Tb PFK block: T. brucei PFK enzyme inhibition; AID 485367; T. brucei PFK, ADP-Glo luminescence; Potency, µM (doses to about 57.5 µM), for inactives: at the top dose activity, negative = inhibition, most hits filed as inhibitors; O15648; hit rate 0.17% among 330,000;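 also: potency is read from the fitted curve at half-maximal effect; 0% = uninhibited 1x PFK enzyme wells and -100% = no-enzyme wells; nearly all actives have a fitted effect of over 60% in size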
Target sequence (O15648 whole entry, looked up): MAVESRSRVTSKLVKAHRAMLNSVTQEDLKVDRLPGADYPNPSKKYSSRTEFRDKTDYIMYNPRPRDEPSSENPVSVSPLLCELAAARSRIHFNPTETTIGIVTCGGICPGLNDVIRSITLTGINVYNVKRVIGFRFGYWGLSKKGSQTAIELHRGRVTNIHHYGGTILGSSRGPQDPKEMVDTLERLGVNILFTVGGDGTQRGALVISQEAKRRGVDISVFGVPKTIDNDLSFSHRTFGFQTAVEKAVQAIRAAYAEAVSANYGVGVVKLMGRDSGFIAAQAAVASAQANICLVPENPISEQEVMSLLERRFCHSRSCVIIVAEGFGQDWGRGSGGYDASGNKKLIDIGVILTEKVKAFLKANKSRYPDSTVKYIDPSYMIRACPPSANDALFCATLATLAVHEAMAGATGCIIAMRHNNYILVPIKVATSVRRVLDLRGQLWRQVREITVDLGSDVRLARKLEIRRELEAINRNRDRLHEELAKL
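1.25 nM PFK with 0.5 mM F6P and 0.1 mM ATP in 0.1 M TEA pH 8.0, 5 mM MgCl2, incubated 45 min at room temperature; ADP measured by ADP-Glo luminescence; compounds titrated up to 57 uM.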
TCR act: activators of T cell receptors; primary human leukocytes, anti-CD3, IL-2 HTRF, 48 h; AID 504894; Potency, µM (top dose mostly 9.22 µM), for inactives: at the top dose activation of IL-2 secretion, usual class: activators; 330,000 tested, under 10 active; also: % of control where 0% means no effect
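IL-2 release read by HTRF sandwich (Eu cryptate donor, d2 acceptor, 665 nm emission) after 48 hr exposure of primary human leukocytes to compound together with anti-CD3 beads in the absence of co-stimulatory signals.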
Eya2 inh: blocks the phosphatase activity of human Eya2; O00167; recombinant Eya2, OMFP fluorescence dephosphorylation (OMFP is methylfluorescein phosphate); Potency, µM (series often up to 76.9 µM), inactives show at the top dose activity, negative = inhibition, hits mostly inhibitors; hit rate 0.006% among 330,000; AID 488837; also: potency is read from the fitted curve at half-maximal effect; % is scaled to controls: 0 for no effect and ±100 for the full control effect
Target sequence (O00167 whole entry, looked up): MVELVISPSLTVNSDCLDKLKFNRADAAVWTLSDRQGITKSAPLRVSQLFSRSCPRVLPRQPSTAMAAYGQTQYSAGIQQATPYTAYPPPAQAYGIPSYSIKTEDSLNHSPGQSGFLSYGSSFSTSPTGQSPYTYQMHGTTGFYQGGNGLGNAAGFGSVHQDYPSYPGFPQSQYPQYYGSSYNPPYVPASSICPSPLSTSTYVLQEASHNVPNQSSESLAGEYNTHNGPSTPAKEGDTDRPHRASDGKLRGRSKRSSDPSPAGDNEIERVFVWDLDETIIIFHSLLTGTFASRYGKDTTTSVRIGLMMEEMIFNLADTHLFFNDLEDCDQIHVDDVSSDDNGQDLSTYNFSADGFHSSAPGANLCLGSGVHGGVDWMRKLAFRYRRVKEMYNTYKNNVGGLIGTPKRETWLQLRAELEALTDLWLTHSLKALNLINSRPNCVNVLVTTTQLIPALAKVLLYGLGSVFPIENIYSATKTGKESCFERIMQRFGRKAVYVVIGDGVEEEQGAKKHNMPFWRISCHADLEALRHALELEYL
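Eya2 (0.2 uM) preincubated 10 min at ambient with compound, then OMFP substrate added at 50 uM; 10 min reaction in 50 mM HEPES pH 7.5, 50 mM NaCl, 5 uM MgCl2, 0.05% BSA, 1 mM DTT. Fluorescence read at Ex 485/Em 525 nm.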
BCR signal inh: blocks chronic active B-cell receptor signaling; hit rate 0.05% among 340,000; AID 493014; Potency, µM (top dose mostly 46.1 µM), inactives show at the highest dose ratio change, negative = lower green/red ratio, usual class: inhibitors; ABC-DLBCL IkBa-CBG/CBR reporter, luminescence ratio, 4 h; active = well fitted inhibition curve with a large enough effect in the signal ratio, with a control signal flat, not every such curve was filed as active; inconclusive = small, poorly fitted or top-dose-only effect, or effect the other way, or a change in a side signal; the % refers to the signal ratio;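 also: potency is read from the fitted curve at half-maximal effect; plate controls were basal doxycycline-induced cells for no effect and cells given 10 µM MG132 for full effect; MG132 reads +100%, hits lower the ratio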
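Cell line TMD8 (human ABC DLBCL), stably expressing tet-inducible CBG68-IkBa fusion and CBR; IMDM/0.5% FBS; cpd up to 46 uM; dox induction, 4 h, 37C/5% CO2; dual luminescence; green/red ratio; MG132 control.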
Active calls of the source: *; ? = inconclusive; . = not tested or not shown; & = joins results of further samples; [ ] = another dose, or the depositor's remark. Unless noted, calls follow the shape of the dose curve; as a rule, active = well fitted curve in the direction sought with a large enough effect; inconclusive = small, poorly fitted or top-dose-only effect, or another doubt; inactive = no such curve, though single readings can be large; an effect the other way counts as inactive or inconclusive. The order is random; about 3% have a hit in one of these screens.

SMILES	uPA surface inh	ELG1 repair inh	PTAP TSG101 blk	USP2a block	B2AR arrestin	Mito fusion act	TSHR antagonist	Tb PFK block	TCR act	Eya2 inh	BCR signal inh
Nn1cc(-c2ccccc2)nc1SCC(=O)N1CCN(S(=O)(=O)c2ccccc2)CC1	-0.3%	-4.1%	-3.5%	-2.6%	0.4%	-7.3%	-2.8	-9.9%	-2.6%	2.5%	-10.1%
C/C(=N\NC(=S)NC1CCCCC1)c1ccc(Cl)c(Cl)c1	10.5%	?	-8.4%	5.2%	0.6%	2.0%	3.4	-4.5%	9.1%	-0.2%	?
CCOC(=O)Cc1c(C)nc2cc(-c3ccc(C(C)(C)C)cc3)[nH]n2c1=O	.	?	-0.8%	1.8%	-0.1%	2.2%	-2.5	0.8%	3.9%	3.1%	?
N#Cc1nc(Cc2ccccc2)oc1NCCCn1ccnc1	6.9%	?	-0.7%	-2.7%	0.3%	2.2%	-1.2	2.9%	0.8%	-0.2%	-12.8%
COc1ccc(C(=O)NNC(=S)NC(=O)C(C)(C)C)cc1	-1.5%	?	-8.2%	0.8%	-0.6%	-10.8%	2.2	0.1%	-1.8%	13.5%	?
CC(C)(C)N(Cc1cc2ccccc2[nH]c1=O)C(=O)c1cccnc1	1.2%	4.9%	-1.7%	-0.3%	-0.2%	-1.0%	-1.7	-2.0%	-4.2%	7.5%	1.1%
Cc1nnc(NC(=O)C2CCN(S(=O)(=O)c3ccc(F)c(F)c3)CC2)o1	-3.0%	10.3%	-0.5%	0.4%	-0.7%	.	-1.8	1.2%	-2.6%	-5.8%	-0.3%
CCc1cccc(NC(=O)CCCN2C(=O)C(c3ccccc3)Oc3cccnc32)c1 (configuration not stated)	1.4%	-11.3%	-10.7%	0.3%	0.4%	2.8%	-7.5	-1.0%	0.2%	-6.4%	?
O=C(O)C(O)c1ccccc1 (configuration not stated)	10.6%&22.4%	0.7%	-2.4%&2.3%	1.8%&0.6%	-0.1%&-0.3%	-1.0%&-7.3%	5.0&0.7	-0.8%&-1.4%	-3.4%&5.2%	-18.0%&-7.3%	-11.4%&-10.9%
O=C(COc1ccc2ccc(=O)oc2c1)NC1CCS(=O)(=O)C1 (configuration not stated)	2.2%	3.0%	-4.5%	4.6%	2.6%	.	-2.4	-0.3%	-5.2%	-23.0%	3.3%
Cc1cc(=O)oc(C)c1C(=O)NCCC(C)C	.	16.9%	-27.4%	1.1%	-0.2%	-7.2%	11.3	1.1%	4.8%	-19.0%	-22.2%
COc1ccc(Br)cc1CNC(=O)C1CCCN(S(=O)(=O)N2CC(C)CC(C)C2)C1 (configuration not stated)	3.3%	7.8%	-5.0%	9.2%	-0.3%	10.2%	4.1	-1.0%	-2.8%	7.3%	-5.1%
COc1cc2c(cc1OC)C(C1(O)CCCCC1)NCC2 (configuration not stated)	12.0%	-1.9%	-6.7%	2.7%	-0.9%	0.2%	15.8	-3.1%	-1.5%	-1.8%	?
CC(C)CN(C(=O)CCC1CCCCC1)c1c(N)n(CC(C)C)c(=O)[nH]c1=O	4.3%	18.7%	2.2%	1.8%	-0.4%	-4.7%	9.0	-15.8%	-5.1%	14.9%	-2.2%
CN(CC(=O)Nc1ccccc1Cl)C(=O)CSc1nncs1	?	28.1%	-4.0%	0.9%	0.2%	1.0%	11.6	14.6%	6.2%	4.3%	-1.5%
COc1cccc(N2CC(C(=O)Nc3c(C)cccc3C)CC2=O)c1 (configuration not stated)	-0.1%	-6.1%	-6.3%	2.3%	0.0%	-3.4%	-2.8	-3.5%	1.1%[46.1 µM]	0.4%	-2.3%
CC(C)c1ccc(NC(=O)CNC(=O)Cn2cnc3ccccc3c2=O)cc1	13.3%	-15.4%	-2.1%	2.3%	0.3%	11.5%	0.2	-6.0%	-2.6%	-8.8%	?
c1ccc(CNc2ncnc3c2cnn3Cc2ccccc2)cc1	?	-27.9%	-2.8%	0.0%	2.6%	8.4%	6.4	-6.8%	-9.2%[46.1 µM]	-16.7%	?
CC(C)n1cc(C(=O)c2ccccc2O)cc(C#N)c1=O	-1.0%	-29.9%	-1.6%	1.3%	-0.2%	-7.0%	5.6	1.9%	-4.9%	?	-16.5%
O=S(=O)(c1cccc2nsnc12)N1CCNCC1	-2.3%	1.1%	0.9%	1.4%	-0.1%	-9.1%	-3.6	4.6%	-6.0%	-5.5%	0.0%
CCc1ccc(NC(=O)c2cnc(SC)nc2C)cc1	2.2%	?	-5.3%	2.5%	-0.4%	6.8%	3.3	-0.4%	-2.7%	-6.3%	?
CC(Oc1ccc2cc(-c3ccccc3)c(=O)oc2c1)C(=O)NCC1CCC(C(=O)O)CC1 (configuration not stated)	-16.9%	?	-2.2%	1.0%	-0.2%	1.5%	0.0	-1.9%	-0.3%	2.4%	27.5%
COc1cc(N)cc(NC(=O)c2ccncc2)c1	1.8%	-16.2%	-0.2%	2.5%	-0.1%	-2.8%	1.5	1.8%	3.5%	19.1%	-13.9%
CN(C)C(=O)C(Sc1ccc(S(=O)(=O)N2CCCC2)cn1)c1ccccc1 (configuration not stated)	-2.5%	-1.5%	-1.5%	-2.1%	-0.1%	1.7%	-2.7	-14.6%	2.6%	24.7%	-1.8%
COC(=O)c1ccc(C(=O)Nc2ccc3nc(-c4ccncc4)[nH]c3c2)cc1	-2.6%	-13.6%	1.1%	-1.3%	-1.4%	14.4%	27.1	-2.1%	7.5%	-29.7%	?
COc1ccc(-c2ccnc3[nH]n(-c4ccccc4)c(=O)c23)cc1	2.2%	-14.7%	-1.3%	0.0%	-0.2%	1.4%	-12.0	3.3%	-2.6%	-20.1%	7.5%
COc1ccc(NC(=O)CN(C)C(=O)c2cccnc2Sc2ccc(C)c(C)c2)cc1	-8.7%	-22.7%	-2.0%	0.3%	-0.1%	-3.7%	.	6.7%	4.0%	1.4%	7.3%
Cc1ccc(C(=O)Nc2nc(-c3ccccn3)cs2)s1	4.47µM*	?	-3.9%	-2.5%	-0.9%	?	0.1	4.9%	6.5%	-11.7%	-14.8%
O=C(O)C1CCC(=O)N1C1c2ccccc2Oc2ccccc21 (configuration not stated)	2.0%	1.0%	-0.7%	-1.3%	0.2%	-3.0%	-8.5	1.0%	1.1%	37.5%	-6.7%
CN(C)CCN(C(=O)C1CCN(S(=O)(=O)c2cccs2)CC1)c1nc2c(F)cccc2s1	0.5%	?	1.4%	1.7%	0.0%	3.4%	6.6	1.3%	-1.0%	-5.1%	0.2%
COc1cccc(N/C(SCc2cccc([N+](=O)[O-])c2)=C(/C#N)C(=O)NCc2cccs2)c1	-6.1%	-5.7%	-0.4%	2.9%	-2.4%	0.6%	4.3	4.2%	2.2%	-13.0%	-0.7%
N#CCSc1nccc(/C=C/c2ccccc2)n1	-11.5%	?	2.9%	-1.3%	0.2%	5.5%	-4.2	0.9%	0.4%	-0.8%	?
CN1N=C(C(=O)Nc2ccc3c(c2)CCC3)CCC1=O	-1.3%	?	-8.4%	0.7%	0.2%	19.9%	2.0	0.4%	-4.7%	-2.7%	7.5%
O=C(NCCCN1CCOCC1)c1cccc(S(=O)(=O)Nc2cc(Cl)ccc2Cl)c1	-7.1%	-8.2%	-2.0%	1.6%	0.4%	11.6%	25.0	-3.7%	2.7%	-10.6%	4.9%
CC(C)n1nnnc1SCC(=O)Nc1ccccc1F	-0.4%	17.0%	-1.1%	1.6%	-0.2%	-2.0%	-4.2	5.9%	10.2%	1.9%	-12.3%
CCOc1ccc(OCC)c(S(=O)(=O)NCc2ccc3c(c2)OCO3)c1	-8.5%	-7.8%	-4.5%	0.8%	-0.3%	1.0%	-3.9	0.0%	-1.8%	-0.8%	-6.0%

Source: PubChem BioAssay
